Efflux pump mplx – antifungal efflux pump inhibition, Nile Red retention; S. cerevisiae Candida pump triplex; inhibition, % at 10 µM; 330,000 compounds, 0.44% hits; AID 485275;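 active = plate passing quality check with inhibition over a set limit, or well fluorescence over plate mean plus 4 SD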;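 note: Nile Red retained in pooled yeast measured as flow cytometry median fluorescence; 0% = buffer negative control and 100% = Enniatin B positive control; higher means more Nile Red kept so more efflux inhibition; some compounds called inactive have numbers as strong as hits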
AGP1-GFP MLPCN – yeast TOR pathway AGP1-GFP modulation | S. cerevisiae AGP1-GFP multiplex flow cytometry, 3 h; GFP as percent of DMSO wells | GFP response vs DMSO, % at 10 µM | 320,000 compounds, 0.02% hits | AID 2066;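 active = GFP response relative to DMSO above a set limit, near screen average plus 3 SD, cut at about 150% in these data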;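 note: median GFP channel fluorescence of the gated AGP1 strain per well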
MEP2-GFP yeast – alters MEP2-GFP fluorescence in TOR pathway yeast screen. S. cerevisiae MEP2-GFP strain, flow cytometry GFP, 3 h; 100% = DMSO control level. GFP response vs DMSO, % at 10 µM. 330,000 compounds, 0.51% hits;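 active = GFP response versus DMSO above a set limit, roughly screen mean plus 3 SD, cut at about 180% in these data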;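 note: median GFP fluorescence of the barcode-gated MEP2-GFP cells per well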
RPL19A TOR yeast – alters RPL19A-GFP fluorescence in TOR pathway yeast screen; S. cerevisiae RPL19A-GFP strain, flow cytometry, 3 h; active compounds read low; percent response vs DMSO, % at 10 µM; 330,000 compounds, 0.3% hits; AID 2025;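 active = percent response vs DMSO below 50%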;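 note: median channel GFP fluorescence of the barcoded RPL19A-GFP strain; ratio of sample median GFP to plate DMSO average so 100% = DMSO; lower means less RPL19A-GFP as with rapamycin TOR inhibition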
LAP4-GFP MLPCN – yeast TOR pathway LAP4-GFP modulation | 320,000 compounds, 0.34% hits | GFP response vs DMSO, % at 10 µM | S. cerevisiae LAP4-GFP multiplex, flow cytometry GFP, 3 h; median GFP as percent of DMSO wells;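 active = GFP response vs DMSO above a set limit, about the screen mean plus 3 SD, cut at about 150% in these data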
Yeast superoxide – lowers age-related superoxide in aged yeast cells | AID 2690 | 330,000 compounds, 0.18% hits | superoxide response (% of plate mean), % at 10 µM | S. cerevisiae aged cells, superoxide DHE fluorescence; active compounds read low;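 active = superoxide response under a set limit, about three screen SD below normal, cut at about 65% in these data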;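 note: yeast aged for seven days with compound at 30 °C before DHE staining; 100% = average MFI of all compound-treated wells on the plate with controls excluded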
AHR activator – activates the human aryl hydrocarbon receptor. activation, % at 5 µM. AHR-responsive luciferase reporter cells, luminescence. 320,000 compounds, 2.5% hits. AID 2796. P35869; in the data active = activation above about 47%;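 note: 0% = vehicle wells and 100% = reference agonist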
Target sequence (P35869 whole entry, looked up): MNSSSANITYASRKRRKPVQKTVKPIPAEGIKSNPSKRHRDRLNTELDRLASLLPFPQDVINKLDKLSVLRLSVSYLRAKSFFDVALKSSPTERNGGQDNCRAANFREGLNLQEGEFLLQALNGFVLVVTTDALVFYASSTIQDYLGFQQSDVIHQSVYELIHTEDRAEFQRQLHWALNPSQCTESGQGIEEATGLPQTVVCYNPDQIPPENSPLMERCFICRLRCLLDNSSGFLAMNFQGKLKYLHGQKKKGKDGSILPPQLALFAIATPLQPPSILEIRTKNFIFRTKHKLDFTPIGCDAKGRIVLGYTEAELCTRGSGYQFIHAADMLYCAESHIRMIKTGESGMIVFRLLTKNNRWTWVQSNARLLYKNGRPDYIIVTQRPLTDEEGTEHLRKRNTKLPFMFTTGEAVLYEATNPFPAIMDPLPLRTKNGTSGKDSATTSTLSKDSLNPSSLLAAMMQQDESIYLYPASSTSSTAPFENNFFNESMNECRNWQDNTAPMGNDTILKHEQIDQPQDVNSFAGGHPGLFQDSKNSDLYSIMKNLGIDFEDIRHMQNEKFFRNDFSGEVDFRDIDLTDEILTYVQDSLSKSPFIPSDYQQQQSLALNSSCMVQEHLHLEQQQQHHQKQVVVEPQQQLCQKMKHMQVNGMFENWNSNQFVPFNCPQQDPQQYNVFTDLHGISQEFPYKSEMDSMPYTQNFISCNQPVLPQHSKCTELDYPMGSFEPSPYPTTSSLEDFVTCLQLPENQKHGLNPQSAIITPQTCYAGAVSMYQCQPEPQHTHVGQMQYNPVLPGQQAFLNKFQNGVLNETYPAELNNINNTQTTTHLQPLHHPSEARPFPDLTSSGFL
CIT2 TOR yeast – yeast TOR pathway CIT2-GFP modulation | S. cerevisiae CIT2-GFP strain, flow cytometry, 3 h; 100 means same as DMSO wells | GFP response vs DMSO, % at 10 µM | 320,000 compounds, 0.065% hits;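 active = GFP response relative to DMSO above a set limit, near the screen mean plus 3 SD, cut at about 150% in these data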;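 note: ratio of well median GFP fluorescence to mean of DMSO wells on the plate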
An asterisk follows results filed as active; / = not tested or not shown.

SMILES	Efflux pump mplx	AGP1-GFP MLPCN	MEP2-GFP yeast	RPL19A TOR yeast	LAP4-GFP MLPCN	Yeast superoxide	AHR activator	CIT2 TOR yeast
C#CCOCCOCCOCCNc1nc(N2CCN(C(=O)C([C@@H](C)CC)n3cc(C(N)COC(=O)C(F)(F)F)nn3)CC2)nc(N2CCN(C(=O)[C@H](CCCCN)n3cc(C(N)[C@H](C)CC)nn3)CC2)n1 (some centres not stated)	0.4	93	94	97	107	98	-2	102
CCOC(=O)c1sc(Nc2nc3c(OC)cccc3s2)nc1C	0.1	33	247*	80	104	110	84*	97
CC(C)(C)NC(=O)C1Cc2ccccc2CN1S(=O)(=O)c1ccc(F)cc1 (configuration not stated)	-0.2	109	115	97	109	93	-1	95
Cc1nc(NC(=O)c2ccccc2)sc1Cc1ccc2c(c1)OCO2	0.1	99	99	104	93	92	16	100
Clc1ccc(-c2nc3ccncc3[nH]2)cc1	0.1	106	107	107	103	96	25	109
CC(C)N1C(=O)S/C(=C/c2ccc3c(c2)n(C)c(=O)n3C)C1=O	-0.2	96	86	99	94	99	-5	95
CN(Cc1nc2ccccc2c(=O)[nH]1)C(=O)C1CC(=O)N(c2cccc3ccccc23)C1 (configuration not stated)	-0.2	101	107	99	100	87	4	102
COc1cccc(NC(=S)N(CCc2c(C)[nH]c3ccccc23)Cc2ccco2)c1	0.1	105	108	102	108	90	12	101
Cc1cc(C(=O)COC(=O)CC2Sc3ccccc3NC2=O)c(C)n1-c1ccc(Br)cc1 (configuration not stated)	-1.4	90	96	98	83	103	8	93
O=C(Nc1ccnn1C1CCN(Cc2cccc(F)c2F)CC1)C1CCCC1	-0.3	85	88	99	74	103	-3	82
Cc1cc(C(=O)Nc2ccccc2C(=O)O)oc1C	0.2	96	110	100	101	111	4	100
COc1c(C)cc(S(=O)(=O)N2CCCC2)c(C)c1C	-0.1	96	96	91	95	109	3	90
O=C(CSCc1ccccc1)NCCCN1CCOCC1	-0.1	95	100	98	92	100	-1	103
Cc1ccc(CSc2nsc(C)c2C#N)cc1	-0.1	103	97	100	97	104	-4	93
CCOc1cc(C(=O)OCC(=O)c2c(N)n(C)c(=O)n(C)c2=O)cc(OCC)c1OCC	0.1	/	98	102	98	105	-1	98
Cc1cccc(C)c1OCCSc1n[nH]c(N)n1	0.0	102	100	98	97	104	1	100
COc1ccc(C(=O)NCC(=O)N/N=C/c2cn[nH]c2-c2ccccc2)cc1	0.2	100	96	104	92	127	7	99
Cc1nc2ccccn2c1-c1csc(Nc2ccc(C(=O)O)cc2)n1	0.0	104	109	103	97	111	3	104
CCOCC(=O)Nc1cc(C(=O)Nc2ccccc2)ccc1Cl	0.0	98	103	97	103	85	29	99
CC(NC(=O)Cc1ccccc1[N+](=O)[O-])c1ccccc1 (configuration not stated)	0.0	102	101	101	102	89	16	95
Cc1cc(S(=O)(=O)N2CCN(C(=O)CCC(=O)N3CCOCC3)CC2)ccc1Br	0.2	103	103	107	91	112	1	84
CCSc1nnc(NC(=O)COc2ccc(Cl)cc2)s1	-0.2	103	115	107	101	84	-1	109
CC(C)n1c(SCC(=O)Nc2ccc(F)cc2)nnc1C1CC1	0.0	91	100	104	87	95	4	101
CC(C)(C)c1ccc(C(=O)NCCc2ccccc2)cc1	0.0	102	101	99	99	100	-2	95
C=CCc1ccccc1OCCSc1nc2ccc([N+](=O)[O-])cc2s1	0.5	92	108	96	90	85	56*	95

Continuation:
SMILES	Efflux pump mplx	AGP1-GFP MLPCN	MEP2-GFP yeast	RPL19A TOR yeast	LAP4-GFP MLPCN	Yeast superoxide	AHR activator	CIT2 TOR yeast
C/C(=N/NC(=O)c1ccncc1)c1c[nH]c2ccccc12	-0.1	108	105	109	101	100	42	102
Cc1cccc(C(=O)O/N=C(\N)c2ccc(Cl)cc2)c1	0.1	83	99	100	127	107	55*	90
Fc1ccc(CSc2ncnc3c2oc2ccccc23)cc1	0.0	104	97	103	102	103	0	102
COC(=O)c1nc2ccccc2s1	-0.1	105	106	101	105	86	4	121
CS(=O)(=O)N(Cc1ccc(C(=O)NCCSCc2ccco2)cc1)c1ccccc1	-0.1	80	98	98	102	79	3	91
O=C(N/N=C/c1ccc(O)cc1O)C(=O)N/N=C/c1ccc(O)cc1O	0.0	104	110	106	98	93	12	102
COC(=O)c1sccc1-c1ccc(/C=N/OC(=O)c2ccccc2)o1	0.2	94	104	100	87	113	5	/
Cc1cccc([C@@H](NC(=O)OC(C)(C)C)C(=O)OC(C)(C)C)c1	0.2	99	97	99	106	62*	0	93
COc1ccc(O)c(C=Nc2cc(C)on2)c1	-0.1	99	104	107	99	100	1	96
COc1cc(/C=N/N2C(=O)c3ccccc3C2=O)ccc1O	0.1	94	103	105	79	101	9	109
CCn1cc(S(=O)(=O)c2ccc(OC)cc2)c(=O)c2cc(F)c(N3CCN(C)CC3)cc21	-0.2	108	111	106	107	98	0	102
Cc1ccc(NC(=O)CN(C)C(=O)COC(=O)CNS(=O)(=O)c2ccc(F)c(F)c2F)cc1	-0.1	110	101	102	100	98	2	105
O=C(CSc1cccc[n+]1[O-])c1ccccc1Br	0.1	102	98	105	113	106	6	102
c1ccc(-c2cc(-c3nc4ccccc4[nH]3)c3ccccc3n2)cc1	0.0	80	104	100	93	96	52*	92
COC(=O)C1CCN(CCCOc2ccc(CN3CCN(c4ccc([N+](=O)[O-])cc4)CC3)cc2)CC1	0.2	101	101	98	101	97	-1	107
Cc1ccnc(NS(=O)(=O)c2ccc(NC(=O)C34CC5CC(CC(C5)C3)C4)cc2)n1	-0.1	108	103	96	96	85	9	100
C[C@H]1CC[C@H]2C(=O)N3[C@H](c4cccc(N5CCCC5=O)c4)[C@@H](C)CC[C@H]3C(=O)N2[C@@H]1c1cccc(N2CCCC2=O)c1	0.1	93	100	105	111	99	2	93
Cc1cc(SC(C)C(=O)NCC(=O)Nc2ccc(F)c(F)c2F)nc2ccccc12 (configuration not stated)	-0.5	108	105	101	102	100	-1	102
NC(=O)c1c(NC(=O)c2cccnc2Cl)sc2c1CCCC2	0.4	97	107	108	100	87	103*	105
O=C(Cc1ccc(F)cc1)NCCc1cnc[nH]1	0.2	99	115	106	93	114	2	107
CCOc1cc(NC(=O)c2cccs2)c(OCC)cc1NC(=O)c1ccccn1	-0.5	101	116	98	99	88	9	104
CCN(c1ccc(NC(=O)COC(=O)c2cccs2)cc1)C(C)C	-0.1	99	98	98	97	95	0	99
CC(=O)Nc1ccc(NC(=O)c2ccc(CSc3ccccc3)o2)cc1	-0.1	102	103	99	106	105	6	98
CSc1ccccc1NC(=O)CSc1n[nH]c(C)c1[N+](=O)[O-]	0.1	103	100	96	99	107	2	98
Cn1nnnc1Sc1ncnc2scc(-c3ccc4c(c3)OCO4)c12	-0.1	99	98	96	111	110	2	100

Next part:
SMILES	Efflux pump mplx	AGP1-GFP MLPCN	MEP2-GFP yeast	RPL19A TOR yeast	LAP4-GFP MLPCN	Yeast superoxide	AHR activator	CIT2 TOR yeast
Cc1ccc(S(=O)(=O)N2CCCCC2)cc1NC(=O)CSc1nncn1-c1ccccc1	0.0	102	106	110	90	86	6	109
Cn1c(=O)[nH]c(=O)c2c1nc(NCCCO)n2Cc1ccc(F)cc1	0.2	93	98	104	95	103	2	96
O=c1[nH]c(CN2CCOCC2)nc2scc(-c3ccccc3)c12	0.2	94	98	102	94	104	3	86
CCOC(=O)Cc1csc2nc(-c3ccccc3)nn12	-0.1	98	105	102	103	123	0	100
Cc1ccc(/C(N)=N/OC(=O)N2CCOCC2)cc1	0.0	103	110	104	105	106	5	105
COc1ccc(-c2cc3ccc(OCc4nn[nH]n4)cc3oc2=O)cc1OC	0.0	106	102	99	98	99	-1	114
O=C(c1ccncc1)N1CCN(C2CCC(c3ccccc3)CC2)CC1 (configuration not stated)	0.0	93	100	94	105	83	2	87
CCCCn1nc(C(=O)Nc2ccc(-n3cnnn3)cc2)c2ccccc2c1=O	-0.1	102	103	100	99	97	-4	96
CSCC[C@H](NC(=O)[C@H]1CC[C@H](CNC(=O)[C@@H]2CCCN2)CC1)C(=O)O	0.1	97	100	104	100	93	0	98
Cc1nonc1NC(=O)c1ccc(Cl)c(S(=O)(=O)N2CCCCC2)c1	0.0	108	98	95	101	98	2	101
CCCN(CC(=O)Nc1cc(Cl)cc(Cl)c1)CC(=O)Nc1ccc(F)c(F)c1F	0.1	90	105	96	93	100	6	89
COC(=O)c1[nH]c2cccc(OC)c2c1NC(=O)CN1CC2(C)CC1CC(C)(C)C2 (configuration not stated)	0.2	86	89	88	87	103	1	87
CC(C)c1cc(=O)oc2c3c4c(cc12)CCCN4CCC3	0.0	93	100	97	114	97	11	96
CC(C)c1ccc(O)c(NC(=S)NC(=O)c2ccc3c(c2)OCO3)c1	-0.2	89	100	100	77	113	22	109
O=C(O)COc1ccc2c(c1)CCCC2	0.0	100	108	97	103	114	2	104
O=C(CCCN1C(=O)/C(=C\c2ccccc2)SC1=S)Nc1cccc(C(=O)O)c1	-0.1	102	104	94	105	94	0	98
CC(C)c1ccc(NC2CCCN(C(=O)c3ccc4nccnc4c3)C2)cc1 (configuration not stated)	-0.1	105	105	104	92	96	2	118
CCOc1ccc(N2CC(C(=O)NCc3ccccc3)CC2=O)cc1 (configuration not stated)	0.0	101	100	114	116	110	0	104
Cc1nnc(Cl)c2nn(-c3ccccc3)c(C)c12	0.9	103	103	109	91	94	7	105
COCCNc1nc(-c2cc3ccccc3o2)cs1	-0.1	87	95	100	101	96	-1	94
CC(C)(C)C(=O)Nc1ccc(C(=O)NNC(=O)Cc2ccccc2)cc1	0.0	89	92	91	87	105	9	93
COc1ccccc1N1CCN(CC(=O)NCC2CCCO2)CC1 (configuration not stated)	-0.1	/	112	108	121	94	-1	116
CCOc1ccccc1C1c2cc3c(cc2OC(C)(N2CCCC2)C1C)OCO3 (configuration not stated)	0.2	106	109	98	113	95	2	94
Cc1cc2ccccc2nc1SCC(=O)Nc1nc(-c2ccccc2)cs1	-0.2	107	101	101	101	96	11	104
COc1cc2c(cc1NC(=O)/C=C/c1ccccc1)oc1ccccc12	-0.1	102	96	95	95	81	-1	102

Reprinted at random: 4 records from the list.
SMILES	Efflux pump mplx	AGP1-GFP MLPCN	MEP2-GFP yeast	RPL19A TOR yeast	LAP4-GFP MLPCN	Yeast superoxide	AHR activator	CIT2 TOR yeast
CCOC(=O)Cc1csc2nc(-c3ccccc3)nn12	-0.1	98	105	102	103	123	0	100
COC(=O)c1[nH]c2cccc(OC)c2c1NC(=O)CN1CC2(C)CC1CC(C)(C)C2 (configuration not stated)	0.2	86	89	88	87	103	1	87
CCOc1ccc(N2CC(C(=O)NCc3ccccc3)CC2=O)cc1 (configuration not stated)	0.0	101	100	114	116	110	0	104
Cc1ccc(S(=O)(=O)N2CCCCC2)cc1NC(=O)CSc1nncn1-c1ccccc1	0.0	102	106	110	90	86	6	109

New compounds follow.
SMILES	Efflux pump mplx	AGP1-GFP MLPCN	MEP2-GFP yeast	RPL19A TOR yeast	LAP4-GFP MLPCN	Yeast superoxide	AHR activator	CIT2 TOR yeast
CC(C)(C)c1ccc(Oc2ccc(NC(=O)c3ccco3)cn2)cc1	0.0	104	92	94	122	92	-5	101
COc1ccc(-c2cc(C(N)=O)nc(N3CCCCCC3)n2)cc1	-0.1	87	96	88	97	112	12	87
CC(=O)N/N=C(\C)CC(=O)Nc1cccc2c1CCCC2	-0.1	108	106	98	105	96	5	99
COc1ccc(-c2[nH]c(-c3cc(OC)c4c(c3)OCO4)nc2-c2ccccc2)cc1	-0.2	109	113	106	96	106	107*	114
Cc1ccc(S(=O)(=O)N2CCN(c3nc4ccccc4nc3-n3nc(C)cc3C)CC2)cc1	-0.2	105	99	103	99	91	3	92
COc1ccc(C(=O)N(C)Cc2nc3ccccc3c(=O)[nH]2)cc1S(=O)(=O)N1CCCC1	0.0	94	98	94	95	92	7	97
Cc1cc(-c2ccccc2)nc2cc(C(=O)OC(C)C)nn12	0.2	96	102	104	92	113	-2	96
